TPT1 inh – inhibitors of Candida albicans tRNA 2'-phosphotransferase TPT1; hit rate 0.81% among 300,000; recombinant caTPT1, FP RNA substrate dephosphorylation; inhibition, % at 5 µM;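 active = inhibition above the mean of all tested compounds plus 3 SD, set per screening campaign, cut at about 24% in these data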;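 note: plate controls were DMSO alone for no effect and ferristatin control at 100 nM for full effect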
ZTA DNA inh – counter-screen for EBNA-1 inhibitors: inhibitors of Epstein-Barr virus ZTA; ZTA-DNA binding, fluorescence polarization; P03206; hit rate 0.15% among 320,000; inhibition, % at 11 µM; AID 2234; in the data active = inhibition above about 33%
Target sequence (P03206 whole entry, looked up): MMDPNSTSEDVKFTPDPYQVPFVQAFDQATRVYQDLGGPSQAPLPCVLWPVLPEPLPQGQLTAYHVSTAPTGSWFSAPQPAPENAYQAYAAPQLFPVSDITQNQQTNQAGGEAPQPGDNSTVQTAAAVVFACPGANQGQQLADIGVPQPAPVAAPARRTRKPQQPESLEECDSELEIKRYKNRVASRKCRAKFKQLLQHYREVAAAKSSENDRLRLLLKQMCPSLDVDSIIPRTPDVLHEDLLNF
PP5 primary – blocks human protein phosphatase 5 activity; P53041; purified PP5c, OMFP substrate fluorescence; inhibition, % at 6.7 µM; hit rate 0.18% among 320,000; AID 1987;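 active = inhibition above the campaign's mean inhibition across all tested compounds plus 3 SD, cut at about 9.5% in these data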;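 note: 0% = DMSO only and 100% = 100 µM cantharidin control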
Target sequence (P53041 whole entry, looked up): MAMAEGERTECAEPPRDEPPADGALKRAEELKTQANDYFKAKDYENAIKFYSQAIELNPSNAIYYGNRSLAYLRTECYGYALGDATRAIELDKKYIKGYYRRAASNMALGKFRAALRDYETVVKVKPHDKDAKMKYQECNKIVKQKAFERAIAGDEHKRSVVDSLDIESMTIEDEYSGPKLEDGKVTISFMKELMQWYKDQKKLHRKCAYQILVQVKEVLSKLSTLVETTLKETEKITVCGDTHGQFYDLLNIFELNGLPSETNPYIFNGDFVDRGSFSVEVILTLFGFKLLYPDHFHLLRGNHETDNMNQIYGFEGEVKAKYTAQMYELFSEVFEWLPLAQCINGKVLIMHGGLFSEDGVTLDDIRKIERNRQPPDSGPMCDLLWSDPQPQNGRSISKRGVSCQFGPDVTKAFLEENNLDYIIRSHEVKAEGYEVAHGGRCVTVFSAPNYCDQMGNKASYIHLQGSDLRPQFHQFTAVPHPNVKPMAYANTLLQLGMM
PREPL inh – inhibitors of human prolyl oligopeptidase-like enzyme PREPL; recombinant PREPL, fluorescence polarization activity-based probe; inhibition, % at 5.96 µM; Q4J6C6; hit rate 0.68% among 320,000; in the data active = inhibition above about 43%;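 note: 0% = enzyme with DMSO and 100% = wells lacking enzyme; many of its hits are not listed in these tables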
EBNA-1 inh – blocks EBNA-1 binding to DNA; EBNA-1 DNA binding, fluorescence polarization; inhibition, % at 14.8 µM; hit rate 0.34% among 300,000; in the data active = inhibition above about 28%
core dimer inh – HCV core protein dimerization inhibition; hit rate 0.33% among 300,000; TR-FRET GST/Flag-core106 dimerization, 1536-well; inhibition, % at 5 µM; AID 1899;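 active = inhibition above the mean of all tested compounds plus 3 SD, set per screening campaign, cut at about 45% in these data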
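Material: GST/Flag-tagged HCV core106 proteins. Incubation: 4 h, 22.5 °C incubation. Read-out basis: inhibition (%) from 671 over 617 nm ratio. Measured by: TR-FRET, excitation 340 nm, emission 617 and 671 nm.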
Fh CTSL1 inh – counter-screen for PFM18AAP inhibitors: inhibitors of F. hepatica cathepsin L1; recombinant F. hepatica cathepsin L1, Z-Leu-Arg-MCA fluorescence; hit rate 0.49% among 300,000; AID 1906; inhibition, % at 5.96 µM;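 active = inhibition above the mean of all tested compounds plus 3 SD, set per screening campaign, cut at about 17% in these data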;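 note: 0% = plate median of test compound wells and 100% = 1 µM Z-Phe-Ala-diazomethylketone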
PP1 inh – PP1-alpha (human) inhibition in PP5 counter-screen; P62136; purified PP1alpha, OMFP fluorescence; inhibition, % at 6.7 µM; hit rate 0.9% among 320,000; AID 2235;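 active = inhibition above the mean inhibition of all tested compounds plus 3 SD, computed separately for each screening campaign, cut at about 15% in these data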
Target sequence (P62136 whole entry, looked up): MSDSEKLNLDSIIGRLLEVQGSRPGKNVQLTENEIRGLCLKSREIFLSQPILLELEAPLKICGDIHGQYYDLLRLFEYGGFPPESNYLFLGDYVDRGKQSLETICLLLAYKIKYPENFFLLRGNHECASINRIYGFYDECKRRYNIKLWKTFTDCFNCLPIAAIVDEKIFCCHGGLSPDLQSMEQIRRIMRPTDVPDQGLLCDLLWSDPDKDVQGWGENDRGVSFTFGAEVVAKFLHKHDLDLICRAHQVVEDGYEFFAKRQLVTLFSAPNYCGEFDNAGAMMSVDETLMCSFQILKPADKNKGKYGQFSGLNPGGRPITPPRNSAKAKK
Efflux pump inh – blocks antifungal efflux pumps in multiplex yeast assay; inhibition, % at 10 µM; S. cerevisiae Candida pump triplex, Nile Red efflux; hit rate 0.44% among 330,000;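 active = plate passing quality check with inhibition over a set limit, or well fluorescence over plate mean plus 4 SD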;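 note: Nile Red retained in pooled yeast measured as flow cytometry median fluorescence; 0% = buffer negative control and 100% = Enniatin B positive control; higher means more Nile Red kept so more efflux inhibition; some compounds called inactive have numbers as strong as hits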
Numbers without * were called inactive; . = no result given. Not all compounds are listed; the hit share may differ from the screen's.

SMILES | TPT1 inh | ZTA DNA inh | PP5 primary | PREPL inh | EBNA-1 inh | core dimer inh | Fh CTSL1 inh | PP1 inh | Efflux pump inh
O=C1CC(N2CCN(Cc3ccc4c(c3)OCO4)CC2)C(=O)N1c1ccccc1 (stereo not given) | -0.5 | -16.0 | 0.6 | 13.6 | -15.5 | -0.3 | 2.4 | 0.7 | 0.0
CN(C)c1ccc(C(c2nnnn2C(C)(C)C)N2CCN(C(=O)c3ccco3)CC2)cc1 (stereo not given) | -0.9 | -7.5 | 0.5 | 14.1 | -5.3 | 10.7 | -6.0 | -3.3 | 0.2
CCOC(=O)N1CCC(N2C(=O)c3ccc(C(=O)Nc4cccc(OC)c4)cc3C2=O)CC1 | -1.9 | 0.7 | 0.9 | -2.9 | 14.4 | -1.9 | 0.6 | 6.5 | -0.2
CC1CC(C)CN(C(=O)c2ccc(NC(=O)c3ccc(=O)[nH]c3)cc2)C1 (stereo not given) | 1.3 | 5.3 | 0.3 | -9.3 | -0.8 | -0.1 | -1.8 | -3.8 | 0.6
CN(C)/C=C1\N=C(c2cccnc2Oc2ccc(Cl)cc2)OC1=O | 1.7 | -5.4 | 0.4 | 9.1 | -4.1 | -1.2 | 2.0 | 2.1 | 0.1
Cn1cnnc1SCC(=O)c1ccc2c(c1)OCO2 | 1.0 | -21.1 | 1.4 | -6.8 | -1.5 | -3.9 | -1.7 | -1.6 | -0.2
COCCCn1cnnc1SCC(=O)Nc1ccc(S(=O)(=O)N2CCCC2)cc1 | -2.7 | -4.0 | 1.1 | -10.3 | -9.7 | 0.4 | -3.3 | -2.0 | 0.0
Cc1cc(C)nc(NS(=O)(=O)c2ccc(NC(=O)c3ccc4c(c3)OCCO4)cc2)n1 | 4.2 | -2.5 | -1.5 | -2.4 | -2.3 | 0.5 | 0.4 | -1.4 | 0.0
COC(=O)c1c(C)oc2ccc(N(C(=O)c3ccncc3)S(=O)(=O)c3ccc(C)cc3)cc12 | 1.0 | -3.4 | 3.2 | -5.2 | -2.6 | 15.2 | 0.5 | 2.3 | -0.2
COc1ccc(/C=C(\C#N)C(=O)OCC(=O)NCc2ccc(Cl)cc2)cc1 | 2.0 | -10.2 | 0.0 | -6.0 | 7.9 | 25.4 | -5.3 | 1.3 | -0.4
CCOC(=O)CN1C(=O)C(O)(C2CCc3ccccc3C2=O)c2ccccc21 (stereo not given) | -3.4 | 14.4 | 1.1 | 3.0 | 5.7 | -1.9 | 3.2 | -2.5 | -0.1
Nc1cccc(C(=O)OCC(=O)c2ccccc2)c1 | 2.6 | 6.8 | 1.2 | -0.5 | 2.2 | 2.8 | -4.3 | -0.3 | 0.4
CCOC(=O)c1ccc(N=c2scc(C)n2CC)cc1 | -0.8 | -14.8 | 3.9 | -6.1 | -3.4 | -10.5 | -2.5 | -1.4 | 0.2
CC(C)(CNC(=O)c1ccc([N+](=O)[O-])c(Cl)c1)CNC(=O)c1ccc([N+](=O)[O-])c(Cl)c1 | -3.2 | -4.7 | 6.5 | 25.3 | -5.9 | -2.3 | -1.4 | 2.5 | 0.0
CCCn1nnnc1NCc1ccc(N(CC)CC)cc1 | 0.8 | 23.2 | 0.6 | 2.1 | -1.0 | 3.3 | 1.5 | 2.7 | 0.0
CCc1ccc(C(=O)COC(=O)CNC(=O)CNS(=O)(=O)c2ccccc2)cc1 | -1.3 | -4.5 | -0.6 | -0.8 | -2.2 | 2.7 | -8.5 | -1.3 | 0.4
O=C(c1cc2ccccc2o1)N(Cc1nnc(-c2ccccc2Cl)o1)C1CC1 | 1.5 | -9.4 | -1.1 | -35.1 | -0.1 | 1.3 | -0.6 | 15.3* | 0.0
CCOc1ccccc1C(=O)N/N=C/c1c[nH]c2ccccc12 | -1.7 | -11.4 | 0.3 | 12.4 | -7.3 | 0.5 | 7.0 | -0.2 | 0.1
C/C(=N/NC(=O)c1cccs1)c1c(C)[nH]n(-c2nc3ccccc3s2)c1=O | -0.5 | -4.2 | 1.5 | -11.0 | -0.8 | -9.7 | 2.3 | 4.3 | 0.0
CCOCCOC(=O)c1[nH]c2c(c1C)C(=O)CC(c1ccc(N(C)C)cc1)C2 (stereo not given) | -6.2 | -3.4 | 0.8 | 1.4 | 3.6 | -0.1 | 2.3 | -4.8 | 0.2
CCC(C(=O)O)n1c(C(F)(F)F)nc2ccccc21 (stereo not given) | -2.3 | -2.8 | 1.0 | 10.5 | 10.4 | -2.8 | 0.7 | -2.7 | -0.1
Nc1ccc(-c2nnc(-c3ccc(-c4ccccc4)cc3)o2)cc1 | -0.9 | -4.7 | 3.0 | 22.6 | -0.2 | 12.2 | 4.9 | 7.5 | 0.0
COc1ccc(N2CC(C(=O)N/N=C/c3cccs3)CC2=O)cc1 (stereo not given) | -0.8 | -16.6 | -0.6 | -0.5 | -1.7 | -10.2 | -4.4 | -0.9 | 0.1
CCC(C)Sc1ccc([C@@H]2[C@H]3C(=O)N(CC)C(=O)[C@H]3[C@]3(C(=O)OC)CCCN23)cc1OC (stereo not given in full) | 4.3 | -10.3 | -5.6 | -5.3 | -13.0 | -2.9 | -1.9 | 3.9 | 0.3
O=c1[nH]c2ccccc2c(=O)n1CCCO | 0.6 | 7.4 | 4.6 | 2.8 | 9.8 | -4.4 | 0.8 | -0.8 | -0.2
COC(=O)c1cc(Br)ccc1NC(=O)Nc1ccc(C)cc1 | 4.2 | 4.9 | 0.0 | -3.2 | 6.2 | 1.0 | 0.6 | -1.7 | 0.2
COc1cccc(NC(=O)Cc2ccc3ccccc3c2)c1 | -1.7 | -10.6 | 4.8 | 1.2 | 0.2 | 1.5 | -2.1 | 2.7 | 0.2
NCCOc1ccc(C23CC4CC(CC(C4)C2)C3)cc1 | 0.6 | -3.0 | -0.5 | -31.8 | -7.5 | -3.6 | 1.3 | 2.6 | 0.1
Cc1cc(C)nc(SC(C)C(=O)Nc2ccc(S(N)(=O)=O)cc2)n1 (stereo not given) | -1.7 | -0.7 | 7.2 | 2.4 | -1.8 | 0.7 | -0.2 | -5.2 | -0.1
O=C(CCCn1cnc([N+](=O)[O-])n1)Nc1ccc(F)c(Cl)c1 | -1.9 | -10.6 | -0.2 | 1.9 | -1.6 | -2.7 | 3.2 | -6.6 | -0.1

Molecules from the list above that have a furan ring, fused or not (three):
SMILES | TPT1 inh | ZTA DNA inh | PP5 primary | PREPL inh | EBNA-1 inh | core dimer inh | Fh CTSL1 inh | PP1 inh | Efflux pump inh
CN(C)c1ccc(C(c2nnnn2C(C)(C)C)N2CCN(C(=O)c3ccco3)CC2)cc1 (stereo not given) | -0.9 | -7.5 | 0.5 | 14.1 | -5.3 | 10.7 | -6.0 | -3.3 | 0.2
COC(=O)c1c(C)oc2ccc(N(C(=O)c3ccncc3)S(=O)(=O)c3ccc(C)cc3)cc12 | 1.0 | -3.4 | 3.2 | -5.2 | -2.6 | 15.2 | 0.5 | 2.3 | -0.2
O=C(c1cc2ccccc2o1)N(Cc1nnc(-c2ccccc2Cl)o1)C1CC1 | 1.5 | -9.4 | -1.1 | -35.1 | -0.1 | 1.3 | -0.6 | 15.3* | 0.0

(listing goes on)
SMILES | TPT1 inh | ZTA DNA inh | PP5 primary | PREPL inh | EBNA-1 inh | core dimer inh | Fh CTSL1 inh | PP1 inh | Efflux pump inh
Cc1c(Cl)cccc1NC(=S)N=Nc1c(O)n(CN2CCOCC2)c2ccccc12 | -2.5 | -4.6 | 3.8 | 8.8 | -15.0 | -1.1 | 0.6 | 5.1 | 29.3*
CSc1nc(O)c(N=Nc2ccc(F)cc2F)c(=O)[nH]1 | -5.7 | 0.3 | 0.5 | 7.3 | 5.8 | -8.0 | 6.2 | -1.7 | -0.1
CCc1nnc(NC(=O)CCC(=O)NC2CC2)s1 | -2.7 | -5.9 | 3.7 | -0.5 | -9.5 | 4.9 | 0.5 | -5.4 | 0.2
N#Cc1c(Cl)nc(-c2ccncc2)nc1-c1ccccc1 | 1.4 | -10.9 | 0.7 | 0.0 | -13.0 | -2.4 | 2.4 | -2.8 | 0.8
CCCCCN(C(=O)CCC(=O)OCc1cccc(Br)c1)c1c(N)n(CCCC)c(=O)[nH]c1=O | 0.3 | -3.3 | 2.3 | 5.2 | 0.8 | -3.3 | 0.4 | 4.9 | -0.1
O=C(Nc1ccccc1C(=O)O)c1cc(S(=O)(=O)Nc2cccc(F)c2)ccc1Cl | -3.8 | -4.3 | 0.1 | -1.3 | 13.2 | 19.1 | -3.2 | -4.1 | 0.0
COC(=O)Cc1cc(=O)[nH]c(/N=C(\N)Nc2ccc(C)cc2)n1 | -1.6 | 1.9 | 2.4 | 23.2 | -12.5 | 3.0 | -6.0 | -2.0 | 0.0
CCOC(=O)COc1c(-c2ccc(OC)cc2)oc2ccccc2c1=O | -0.5 | 2.4 | 1.5 | 2.9 | -1.9 | 5.9 | 2.3 | 0.1 | 0.0
CC#CCN1c2ccccc2[C@]23C[C@@H](C(=O)OC)N(C(=O)OCC)C2=NC(C(=O)OC)=C(C(=O)OC)[C@H]13 | -1.7 | 7.5 | -2.0 | -6.4 | 1.8 | 0.1 | 1.1 | -2.1 | 0.1
Cc1sc2ncnc(N3CCC(C(=O)Nc4sc5c(c4C(N)=O)CCC(C)C5)CC3)c2c1C (stereo not given) | . | 5.7 | 1.5 | 6.9 | . | . | . | -2.5 | 0.2
CC(C)(C)C(=O)NNC(=O)c1cc(C(C)(C)C)nn1Cc1ccccc1 | -2.4 | 9.3 | 1.9 | -6.5 | -6.5 | -3.9 | -0.7 | -3.0 | -0.1
O=C(Cn1cncn1)N/N=C/c1ccc(Cl)cc1 | 0.3 | 7.1 | 2.1 | 2.9 | -4.4 | -1.6 | -1.1 | -1.9 | 9.7*
O=C(O)c1ccc(/C=N/n2c(C3CCCCC3)n[nH]c2=S)cc1 | -0.3 | 14.9 | -2.1 | -3.8 | 5.2 | 1.3 | -2.4 | 1.8 | -0.3
O=C(NCCNc1nccc(C(F)(F)F)n1)c1cccs1 | -1.7 | -6.1 | 2.2 | -6.0 | -7.3 | -0.2 | -2.5 | -0.4 | 0.0
CCc1ccc([C@@H]2CC=C(C(=O)O)[C@H](c3ccc(Cl)cc3)N2S(=O)(=O)c2ccc(C)cc2)cc1 | 2.7 | 7.0 | 3.4 | 2.5 | 10.5 | 19.0 | -0.4 | 18.8* | 0.0
CCOC(=O)c1c(N)sc(-c2ccccc2)c1C | 0.2 | -3.2 | 3.2 | 16.2 | 2.2 | -4.8 | 0.0 | -0.8 | 0.1
CCN(CC)CCN1C(=O)C2C(C(=O)Nc3cc(C)cc(C)c3)C3C=CC2(O3)C1C(=O)NC1CCCCC1 (stereo not given) | -2.7 | 17.1 | 4.1 | 9.0 | -7.3 | 2.5 | 7.8 | 0.0 | 0.8
CC1(C)Cc2ccccc2C(=NCC(=O)O)N1 | -1.7 | 0.7 | 3.4 | 3.6 | 2.4 | 3.1 | -2.8 | -4.6 | 0.0
Cc1cc(S(=O)(=O)N(Cc2ccccc2)Cc2ccc(N(C)C)cc2)ccc1-n1cnnn1 | -1.1 | -2.7 | 3.2 | -0.7 | -4.0 | 4.1 | 1.2 | 3.3 | 0.1
Cc1ccc(NC(=O)NCC2CC2(Cl)Cl)cc1 (stereo not given) | -1.3 | -11.3 | -0.2 | 14.2 | 0.9 | -13.6 | 5.0 | 0.6 | -0.2
CCn1c(=NC(=O)CS(=O)(=O)c2ccccc2)sc2cccc(OC)c21 | 6.2 | 3.6 | 1.6 | 1.0 | 2.5 | 8.1 | 5.0 | -2.4 | 0.1
Cc1nnc(N(C)C(=O)c2cccnc2)s1 | -1.9 | -14.2 | 0.9 | 2.7 | 3.6 | -5.4 | -5.2 | 0.1 | -0.2
O=C(NCC1CCCO1)Nc1cccc(Cl)c1 (stereo not given) | -1.2 | 9.9 | 0.4 | 10.4 | 5.8 | -1.5 | 0.8 | -3.2 | 0.1

Bioassay records: PubChem, several laboratories
